# IAP activation: activators of mouse IAP, confirmation, biochemical, luminescence, single concentration (AID 434970). intestinal alkaline phosphatase [Mus musculus]. activity change, negative = activation, % at 10 µM. 11,000 tested, 2.9% active. purified mouse IAP, CDP-Star luminescence, 30 min; active compounds read low; in the data active = activity change below about -85%;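 also: percent relative to enzyme plus DMSO wells and wells without enzyme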
# IAP activation Fold change: further read-out of IAP activation, marked with its call; activation factor; measured here: IAP activation factor; active compounds read high;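 fold luminescence change scaled to plate control wells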
# The depositor's hits bear a star.
SMILES	IAP activation	IAP activation Fold change
O=C(CN1C(=O)NC2(CCCCCC2)C1=O)NCc1ccco1	-8	1.1
Cc1cccc(C2=N/C(=C\c3cccnc3)C(=O)O2)c1	-4	1
O=C(COC(=O)Cn1cnc2ccccc21)NCCc1ccc(Cl)cc1	6	0.94
CCc1nnc(NC(=O)CSc2sc3c(O)cc(=O)[nH]c3c2C#N)s1	65	0.35
O=C(Nc1ccc(S(=O)(=O)N2CCOCC2)cc1)C1CCCCC1	2	0.98
COCCn1c(C(C)C)nc2oc3ccccc3c(=O)c2c1=O	1	0.99
COc1ccccc1CN1C(=S)SC(C)(C)C1NO (stereo not drawn)	-6	1.1
Clc1ccc(-c2nc(N3CCCCC3)nc3ccccc23)cc1	-4	1
Cc1ccc(-c2cc(C(=O)Nc3cc(C)ccc3C)[nH]n2)c(O)c1	-6	1.1
O=C(/C=C\c1ccccc1)Nc1nccs1	9	0.91
O=[N+]([O-])c1cc2c(cc1/C=N/n1c(-c3ccccc3)n[nH]c1=S)OCO2	15	0.85
O=C(NN1C(=O)/C(=C/c2cc([N+](=O)[O-])ccc2O)SC1=S)c1ccccc1O	32	0.68

# Next part:
SMILES	IAP activation	IAP activation Fold change
Cc1cccc(OCC(=O)Nc2ccc3c(c2)OCO3)c1C	5	0.95
Cc1ccc(C)c(CN2C(=O)C3CCCN3c3ccc(S(=O)(=O)N4CCOCC4)cc32)c1 (stereo not drawn)	8	0.92
CC(C)c1ccc(NC(=S)NC2CCCCCC2)cc1	-39	1.4
CC(=O)N1CCN2C(=O)C1CCCC(=O)c1cc(C3CCCCC3)ccc12 (stereo not drawn)	-11	1.1
CN1CCN(CCc2nc3cc(NC(=O)COc4ccccc4)ccc3n2C)CC1	4	0.96
NC(=O)CN1C(=O)C2C3C=CC(C3)C2C1=O (stereo not drawn)	4	0.96
Cc1nn(Cc2c(Cl)cccc2Cl)c(C)c1N	-16	1.2
CC1CCN(C(C)C(=O)Nc2ccccc2-c2ccccc2)CC1 (stereo not drawn)	-3	1
O=C(CN1CCCC1)Nc1ccc(Oc2ccc(NC(=O)CN3CCCC3)cc2)cc1	-16	1.2
COC(=O)[C@@]1(C)[C@H]2C(=O)N(C)C(=O)[C@H]2[C@H]2CN=C(SCC(=O)c3ccccc3)N21	14	0.86
CCCCCCCCCn1cc(C(C)=O)c(=O)[nH]c1=O	-4	1
COc1ccc(NC(=O)C2CC(=O)n3cnnc3S2)cc1 (stereo not drawn)	15	0.85

# Later entries.
SMILES	IAP activation	IAP activation Fold change
COc1ccc(CNC(=O)C(C)n2ccc3cc(S(=O)(=O)N4CCCCCC4)ccc32)cc1 (stereo not drawn)	-91	1.9
COc1ccc2[nH]c3c(c2c1)CCN1C(=O)C(CC(=O)NCCC2=CCCCC2)C[C@H](C(=O)N(C(C)C)C(C)C)[C@@]31C (stereo partly drawn)	-35	1.4
Cc1ccc(NC(=O)Cn2cnc(C(=O)Nc3ccc(C)c(C)c3)n2)cc1C	-5	1
CC(C)(C)NC(=O)C[C@H]1C[C@H](C(=O)N2CCCCC2)[C@@]2(C)c3[nH]c4ccc(Cl)cc4c3CCN2C1=O	-17	1.2
O=C(Nc1nnc(/N=C/c2ccco2)s1)c1ccc(F)cc1	15	0.85
CC(=O)Nc1nc(N)n(-c2ccccc2)n1	3	0.97
O=C(NC1CCCC1)c1noc2c1CCCCC2	-5	1.1
CCC(Sc1n[nH]c(=O)[nH]c1=O)C(=O)OCc1ccccc1 (stereo not drawn)	3	0.97
CCOC(=O)c1c(C)nn(Cc2ccccc2)c1N	-3	1
Cc1cccc(NC(=S)NC2CC3CCCC(C2)N3Cc2cccs2)c1C (stereo not drawn)	-15	1.1
Cc1sc2ncn(CC(=O)NCCCC(=O)N3CCN(c4ccccc4)CC3)c(=O)c2c1C	6	0.94
O=C(Cn1nnc(-c2ccc(Cl)cc2)n1)NC1CC2CCC1C2 (stereo not drawn)	-15	1.2

# Following part:
SMILES	IAP activation	IAP activation Fold change
CN(C)S(=O)(=O)N1CCCN(S(=O)(=O)N(C)C)CC1	7	0.93
Cc1ccc2nc(N3C(=O)C(O)=C(C(=O)c4ccc(C)o4)C3c3ccco3)sc2c1 (stereo not drawn)	-25	1.3
CC(C)C(c1nnnn1Cc1ccc2c(c1)OCO2)N1CCN(C)CC1 (stereo not drawn)	2	0.98
COc1ccc(C2C(C(=O)N3CCN(c4ccc(OC)cc4)CC3)c3ccccc3C(=O)N2C)cc1 (stereo not drawn)	-9	1.1
CC1(C)Oc2ccc(NC(=O)C3COc4ccccc4O3)cc2O1 (stereo not drawn)	-9	1.1
O=C(OCC(=O)c1cccs1)c1ccccc1	3	0.97
CCC(C)(C)NC(=O)C(c1ccccc1F)N(C(=O)c1ccn[nH]1)c1ccccc1 (stereo not drawn)	-17	1.2
Cc1c(C(=O)NCC2COc3ccccc3O2)oc2ccc(S(=O)(=O)N3CCOCC3)cc12 (stereo not drawn)	-7	1.1
Cc1cc(C)cc(NC2=NC3(CCCCC3)N=C(N)N2)c1	-222*	3.2*
COc1ccc(-c2cc3nc(C)cc(N)n3n2)cc1	4	0.96
C[N+]1(CCCCCCC(=O)/C=N/O)CCCCCC1	-8	1.1
CCNc1nc(N2CCOCC2)nc(N(c2ccccc2)c2ccccc2)n1	11	0.89

# Another view of some results above.
CN(C)S(=O)(=O)N1CCCN(S(=O)(=O)N(C)C)CC1
  IAP activation = 7
  IAP activation Fold change = 0.93

Cc1ccc2nc(N3C(=O)C(O)=C(C(=O)c4ccc(C)o4)C3c3ccco3)sc2c1 (stereo not drawn)
  IAP activation = -25
  IAP activation Fold change = 1.3

# Back to the main list, starting 2 compounds before the break.
SMILES	IAP activation	IAP activation Fold change
C[N+]1(CCCCCCC(=O)/C=N/O)CCCCCC1	-8	1.1
CCNc1nc(N2CCOCC2)nc(N(c2ccccc2)c2ccccc2)n1	11	0.89
O=C(COc1ccc(F)cc1)N1CCC(c2ccccc2)C1 (stereo not drawn)	-5	1
O=C(O)C1C2C=CC(C2)C1C(=O)NCCc1ccncc1 (stereo not drawn)	-6	1.1
O=S(=O)(c1ccccc1)N1CCCC1c1nc2ccccc2s1 (stereo not drawn)	2	0.98
O=C(c1ccco1)n1nc(-c2ccccc2)nc1SCc1ccccc1	10	0.9
Clc1ccc(OCCSc2ncccn2)cc1	6	0.94
O=C(CN1/C(=C(/O)c2ccccc2)C(=O)c2ccccc2S1(=O)=O)c1ccccc1	4	0.96
CCOc1ccc(NC(=NCc2ccc3c(c2)OCO3)SC2CC(=O)N(c3ccccc3)C2=O)cc1 (stereo not drawn)	0	1
COC(=O)[C@@]1(Cc2ccccc2)[C@H]2C(=O)N(C)C(=O)[C@H]2[C@H]2CN=C(SCc3ccc(C#N)cc3)N21	5	0.95
CCC(=O)Nc1cc(C)c(NC(=O)CCc2ccccc2)cn1	11	0.89
Cc1cc(NC(=O)CS(=O)(=O)c2cn(Cc3cccc(F)c3)c3ccccc23)no1	2	0.98
Cn1c(CCN2CCCCC2)nc2cc(NC(=O)NC3CCCCC3)ccc21	-8	1.1
COc1ccccc1NC(=O)c1sc2nc(-c3ccco3)ccc2c1N	27	0.73

# Other records:
SMILES	IAP activation	IAP activation Fold change
CCOc1ccc(C)cc1-n1nc2ccccc2n1	-1	1
Cc1sc2nc(SCC(=O)NCc3cccs3)[nH]c(=O)c2c1C	-6	1.1
Cc1n[nH]c(C)c1S(=O)(=O)N1CCCC(C(=O)N2CCc3ccccc32)C1 (stereo not drawn)	5	0.95
O=c1cc(-c2ccccc2)n(S(=O)(=O)c2ccc3ccccc3c2)o1	8	0.92
CCOC(=O)c1oc2nc3c(cc2c1N)COC(C)(C)C3	4	0.96
O=C(Nc1ccccc1)c1nnn(Cc2ccccc2)c1NC(=O)C(F)(F)F	6	0.94
CCN1C(=O)c2cccc3c(S(=O)(=O)Nc4ccncc4)ccc1c23	-2	1
CC(C)N(C(=O)[C@H]1C[C@H](CC(=O)NC(C)(C)C)C(=O)N2CCc3c([nH]c4ccc(Cl)cc34)[C@]12C)C(C)C	-6	1.1
Cc1nn(-c2ccc(F)cc2)c2nc(N)c(C#N)c(-c3cccs3)c12	-1	1
CN(C)CCCNC(=O)C[C@H]1C[C@H](C(=O)N2CCCCC2)[C@@]2(CCc3ccccc3)c3[nH]c4cc(CCC(=O)N(C)C)ccc4c3CCN2C1=O	-10	1.1
CC1CC(C)CN(Cc2nc3c(c(=O)n(C)c(=O)n3C)n2CCN2CCOCC2)C1 (stereo not drawn)	0	1
O=C(c1cccc(C(=O)N2CCN(c3ccccc3F)CC2)n1)N1CCN(c2ccccc2F)CC1	5	0.95

# (cont.)
SMILES	IAP activation	IAP activation Fold change
c1ccc(-c2csc3ncnc(NCCN4CCOCC4)c23)cc1	8	0.92
C[C@]12c3[nH]c4cc(-c5ccco5)ccc4c3CCN1C(=O)[C@@H](CC(=O)NCc1cccc(C(F)(F)F)c1)C[C@@H]2C(=O)N1CCCCC1	-20	1.2
CC(C)(C)NC(=O)COc1ccc(CNn2nnnc2N)cc1	-9	1.1
CCOc1cccc(C(=O)Nc2ccc(N(CC)CC)cc2)c1	8	0.92
CC(Sc1nnnn1-c1ccccc1)C(=O)Nc1ccc(Cl)cn1 (stereo not drawn)	0	1
S=C(NCc1ccc2[nH]c3c(c2c1)CCCC3)Nc1ccccc1	-33	1.3
O=C(CN1C(=O)C2CC=CCC2C1=O)Nc1ccc(S(=O)(=O)NC2=NCCCCC2)cc1 (stereo not drawn)	10	0.9
CCOC(=O)N1CCN(CCC(=O)Nc2ccccc2OC)CC1	-2	1
Cc1ccc(CNC(=O)C2(NC(=O)Nc3ccc(C)cc3)CCCCC2)cc1	-198*	3*
Cc1nonc1C(=O)N/N=C/c1ccc([N+](=O)[O-])o1	60	0.4
COc1cc(C(=O)NC2CC3CCCC(C2)N3CC(=O)Nc2ccccc2)cc(OC)c1OC (stereo not drawn)	-7	1.1
Cn1c(SCC(=O)NCc2ccco2)nc2ccccc2c1=O	11	0.89

# 4 entries out of the list above, sorted by their value in IAP activation Fold change, falling.
structure,IAP activation,IAP activation Fold change
Cc1ccc(CNC(=O)C2(NC(=O)Nc3ccc(C)cc3)CCCCC2)cc1,-198*,3*
CC(C)(C)NC(=O)COc1ccc(CNn2nnnc2N)cc1,-9,1.1
c1ccc(-c2csc3ncnc(NCCN4CCOCC4)c23)cc1,8,0.92
O=C(CN1C(=O)C2CC=CCC2C1=O)Nc1ccc(S(=O)(=O)NC2=NCCCCC2)cc1 (stereo not drawn),10,0.9

# (further entries)
SMILES	IAP activation	IAP activation Fold change
CCn1c(SCC(=O)Nc2ccc(OCc3ccccc3)cc2)nnc1-c1ccco1	-14	1.1
COc1cc(OC)c2c(-c3cccc(-c4ccc(OC(F)(F)F)cc4)c3)cc(=O)oc2c1	17	0.83
CCCCn1nnnc1SCC(=O)N1CCCC1	5	0.95
Cn1ccc(C(=O)OCC(=O)c2ccccc2)n1	-2	1
Cc1ccc(C(=O)c2oc3ccccc3c2N)cc1	16	0.84
CCOc1ccc(/C=C2\C(=O)c3ccccc3OC2c2ccccc2)cc1 (stereo not drawn)	-7	1.1
CCCc1cc(C(=O)Nc2nccs2)cs1	-16	1.2
Cc1cc(C)c2nc(N3CCC(C(=O)N4CCN(C(=O)c5ccco5)CC4)CC3)sc2c1	-11	1.1
O=C(CCN1C(=O)c2ccccc2C1=O)N1CCOCC1	-1	1
NS(=O)(=O)c1ccc(N2N=C(c3ccccc3)CC2c2ccccc2Cl)cc1 (stereo not drawn)	-90	1.9
COc1ccc(C=NNc2ccc([N+](=O)[O-])cc2S(=O)(=O)Nc2ccccc2C(=O)O)cc1OC	36	0.64
Cc1ccc(SCCNC(=S)Nc2ccccc2)cc1	-20	1.2

# The listing continues.
SMILES	IAP activation	IAP activation Fold change
Nc1cc2nc3ccccc3oc-2cc1=O	42	0.58
Nc1ccc(Br)c2c1C(=O)c1ccccc1C2=O	4	0.96
O=C1[C@@H](Oc2ccccc2)[C@@H](c2ccncc2)N1c1ccncc1	4	0.96
COC(CN(C(=O)CCl)C(C(=O)NC1CCCCC1)c1ccc(Cl)cc1)OC (stereo not drawn)	8	0.92
C/C(N)=C(/C#N)C(=O)CSc1n[nH]c(-c2ccccc2Br)n1	3	0.97
Cc1cc2[nH]c(=O)c3ccccc3n2n1	-1	1
COc1ccc(-c2noc(CCC(=O)N3CCN(c4cccc(Cl)c4)CC3)n2)cc1	-2	1
O=S(=O)(c1ccc(N2CCC(c3ccc(Cl)cc3)=N2)cc1)N(CCO)CCO	-24	1.2
CNc1nc2c(C)cccn2c(=O)c1C=NCc1ccccc1	6	0.94
COc1ccc(N2C(=O)C3C4C=CC(C4)C3C2=O)nn1 (stereo not drawn)	-11	1.1
O=C(c1ccc(F)cc1)N1CCN(c2cc(=O)[nH]nc2-c2ccccc2)CC1	-17	1.2
O=C(CN1CCCCC1)Nc1cccc(-n2cnnn2)c1	2	0.98

# Other records follow:
SMILES	IAP activation	IAP activation Fold change
COc1ccc(-n2ncc3c(NCCN4CCOCC4)ncnc32)cc1	-4	1
Cc1ccc2c(c1)N(S(=O)(=O)c1ccc(F)cc1)C(C(C)(C)C)CO2 (stereo not drawn)	-5	1
CN1CCN(c2ccc(Cl)cc2NC(=O)c2ccc(S(=O)(=O)N3CCCCCC3)cc2)CC1	2	0.98
CCCn1c(Cc2ccccc2)nnc1SCC(=O)N1CCOCC1	4	0.95
O=C(CSc1ncn[nH]1)Nc1cccc2ccccc12	3	0.97
O=C1CN2C(=Nc3ccc(Cl)cc3C2c2ccccc2)CN1 (stereo not drawn)	0	1
CCC(Cc1ccccc1)NC(=O)CSc1ccsc1[N+](=O)[O-] (stereo not drawn)	0	1
O=c1oc2ccccc2c2c1ccc1ccccc12	2	0.98
Cc1cc(NCCCN2CCOCC2)n2nc(C)c(-c3ccc(F)cc3)c2n1	3	0.97

# High-throughput results as filed in PubChem BioAssay.

# Not all compounds are listed; rates above refer to the full screens.
